TDP1 block – qHTS Assay for Inhibitors of Tyrosyl-DNA Phosphodiesterase (TDP1). Tyrosyl-DNA phosphodiesterase 1 (Homo sapiens), Q9NUW8. Potency, µM (highest dose often 130 µM), inactives show at the highest dose activity change, negative = inhibition, actives largely listed as inhibitors. recombinant TDP1, AlphaScreen DNA substrate cleavage. actives 0.28% (n = 350,000); note: nearly all actives have a fitted effect of over 40% in size
Target sequence (Q9NUW8 whole entry, looked up): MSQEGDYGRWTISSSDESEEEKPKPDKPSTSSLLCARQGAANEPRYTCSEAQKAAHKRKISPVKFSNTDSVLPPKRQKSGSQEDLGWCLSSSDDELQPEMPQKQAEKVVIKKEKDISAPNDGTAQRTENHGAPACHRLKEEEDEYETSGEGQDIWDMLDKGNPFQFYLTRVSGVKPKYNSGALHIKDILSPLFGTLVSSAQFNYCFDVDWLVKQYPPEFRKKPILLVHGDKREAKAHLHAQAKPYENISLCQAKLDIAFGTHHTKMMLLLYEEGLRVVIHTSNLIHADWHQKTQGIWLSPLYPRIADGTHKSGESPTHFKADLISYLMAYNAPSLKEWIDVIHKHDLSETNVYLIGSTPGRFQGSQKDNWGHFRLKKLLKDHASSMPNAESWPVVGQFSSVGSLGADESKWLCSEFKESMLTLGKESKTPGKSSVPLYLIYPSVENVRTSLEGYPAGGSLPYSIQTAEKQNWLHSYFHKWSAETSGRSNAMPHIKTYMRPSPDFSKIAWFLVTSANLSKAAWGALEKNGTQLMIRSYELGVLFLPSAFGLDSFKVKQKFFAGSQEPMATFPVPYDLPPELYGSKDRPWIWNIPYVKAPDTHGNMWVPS
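Recombinant E. coli-expressed Tdp1 (1 nM) preincubated with compound 15 min at RT, then 5'-biotin/3'-phosphotyrosine-FITC DNA substrate (15 nM) added for 5 min. AlphaScreen beads (10 ug/ml) added, 10 min RT; tyrosine-FITC cleavage read as signal loss.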
DT40 TDP1 no CPT – qHTS for Inhibitors of human tyrosyl-DNA phosphodiesterase 1 (TDP1): qHTS in cells in absence of CPT; Potency, µM (titrated, usually from 46.2 µM), for the others: top-dose activity change, negative = growth inhibition, usual class: inhibitors; actives 15% (n = 420,000); DT40 Tdp1-/- hTDP1 cells, no CPT, ATP luminescence, 48 h; note: nearly all actives have a fitted effect of over 55% in size
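Cells were dispensed at 400 per well, compounds added by pin tool, plates incubated ≥48 hr at 37 °C, then CellTiter-Glo added for 30 min at room temperature before luminescence reading. Line: DT40 Tdp1-/- complemented with hTDP1; camptothecin omitted.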
GCN5L2 inh – qHTS Assay for Inhibitors of GCN5L2; Histone acetyltransferase KAT2A (Homo sapiens), Q92830; GCN5L2 HAT assay, ThioGlo1 CoA-SH fluorescence; Potency, µM (series often up to 58.9 µM), for inactives: top-dose activity change, negative = inhibition, actives largely listed as inhibitors; actives 0.21% (n = 390,000); AID 504327, 2011
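Compounds, pin-transferred from DMSO stocks, meet 20nM GCN5L2 for 15 min before the reaction begins with H3(1-25) peptide (75uM) and acetyl-CoA (70uM). Thiol-reactive ThioGlo1 reports CoA release over 20 min at room temperature.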
An asterisk follows results filed as active; ? = inconclusive; . = not tested or not shown; & = joins results of further samples; [ ] = dose if it differs, or a comment. Calls come from the whole dose curve; as a rule, active = well fitted curve in the direction sought with a large enough effect; inconclusive = small, poorly fitted or top-dose-only effect, or another doubt; inactive = no such curve, though single readings can be large; an effect the other way counts as inactive or inconclusive. % is set by controls: 0 for no effect and ±100 for the full control effect; potency is the fitted concentration of half-maximal effect.

SMILES | TDP1 block | DT40 TDP1 no CPT | GCN5L2 inh
COc1ccccc1C(=O)NC(=O)COC(=O)CCOc1ccccc1C | . | -26% | -10%
CCCCN(CCCC)CC(O)CN1C(=O)NC(C)(C)C1=O (centres undefined) | 4% | -6% | -3%
O=C1C[C@@H](c2ccc(O)c(O)c2)Oc2cc(O[C@H]3O[C@@H](CO)[C@H](O)[C@@H](O)[C@@H]3O)cc(O)c21 | -2% | . | -7%
Cc1ccc(N(CC(=O)NC2CCCC2)C(=O)CCC(=O)Nc2ccccn2)cc1 | . | ? | -3%
Cc1cc(CNC(=O)COc2ccc(C#N)cc2)c2ccccc2n1 | -3% | ? | 2%
N#Cc1c(NC(=O)CSC2=NCCS2)sc2c1CCCC2 | -3% | ? | -8%
O=C(CN1C(=O)C2C3C=CC(C3)C2C1=O)NCc1ccc2c(c1)OCO2 (centres undefined) | -1% | -18% | 4%
Cc1ccc(C)c(NC(=O)C2CCCN(S(=O)(=O)c3ccc4[nH]c(=O)ccc4c3)C2)c1 (centres undefined) | 0% | ? | -15%&1%
CC(C)C[C@H](N)c1nnc(SCc2ccc(Cl)cc2Cl)o1 | -8% | . | 0%
Cc1cc(OCC(=O)N2CCN(c3ccccc3)CC2)c2c(C)c(C)c(=O)oc2c1 | 0% | 23% | -17%
CCCn1c(Nc2ccccc2)nc2ccccc21 | -2% | -12% | -2%
CC(=O)N(CCC(c1ccco1)C(C)C)Cc1ccc(OC(C)C)cc1 (centres undefined) | 0% | ? | -5%
CCc1nnc(NC(=O)CSc2nccn2-c2cccc(C)c2C)s1 | -1% | 8.2µM* | -1%
COc1ccc2cc(C(=O)N3CCN(c4cccc(C)c4C)CC3)[nH]c2c1 | . | ? | 0%
O=C(/C=C/c1ccccc1)Oc1coc(CSc2ncccn2)cc1=O | 1% | ? | -11%
Fc1ccc(-c2cc(C(F)(F)F)nc(-n3cncn3)n2)cc1 | 0% | -24% | -4%
COC(=O)CN1C(=S)N(c2ccc(Cl)cc2)C(=O)C1CC(=O)Nc1ccccc1 (centres undefined) | -2% | -17% | 0%
COCCNC(=O)c1onc(CSc2ccc(F)c(F)c2)c1C(=O)O | 0% | -2% | -7%
COc1ccc(-c2cc(C(F)(F)F)n3nc(C(=O)NCc4ccco4)cc3n2)cc1OC | 8% | ? | -12%
Cc1ccc2cc(C(c3nnnn3C3CCCC3)N(Cc3cccnc3)Cc3ccco3)c(=O)[nH]c2c1 (centres undefined) | 7% | ? | 0%
CCOC(=O)N1CCN(c2c(-c3ccc(C)cc3)c(=O)c2=O)CC1 | 5% | -6% | -5%
CCCN1C(=O)c2ccc(C(=O)Nc3cc(C)ccc3O)cc2C1=O | . | 7% | -16%
O=C1[C@@H]2CSCN2C(=O)CN1CCc1cccc(F)c1 | 1% | -3% | 0%
Cc1ccc(-n2c(SCC(=O)Nc3ccc4c(c3)OCCO4)nnc2-c2ccco2)cc1 | 4% | -16% | .
Cc1csc(=Nc2cccnc2)n1Cc1ccco1 | 8% | -85% | -8%
COC(=O)C(C)Oc1ccc2c(-c3cccc([N+](=O)[O-])c3)cc(=O)oc2c1 (centres undefined) | 4% | -7% | -7%
COc1cccc(-c2cc(C(=O)NCC3CCCO3)c3cc(C)cc(C)c3n2)c1 (centres undefined) | 3% | 26µM* | -6%
COc1cc(S(=O)(=O)Nc2cccc(C(=O)O)c2)c(OC)cc1Cl | 2% | ? | -13%
CCOC(=O)c1c(CCl)nc2ccccc2c1C | 6% | ? | -18%
COc1ccc(C(=O)NCCCn2ccnc2)cc1[N+](=O)[O-] | -1% | -15% | 24%

Rewritten as labelled records: part of the list above
COCCNC(=O)c1onc(CSc2ccc(F)c(F)c2)c1C(=O)O
  TDP1 block: 0%
  DT40 TDP1 no CPT: -2%
  GCN5L2 inh: -7%

COc1ccc(-c2cc(C(F)(F)F)n3nc(C(=O)NCc4ccco4)cc3n2)cc1OC
  TDP1 block: 8%
  DT40 TDP1 no CPT: ?
  GCN5L2 inh: -12%

Cc1ccc2cc(C(c3nnnn3C3CCCC3)N(Cc3cccnc3)Cc3ccco3)c(=O)[nH]c2c1 (centres undefined)
  TDP1 block: 7%
  DT40 TDP1 no CPT: ?
  GCN5L2 inh: 0%

CCOC(=O)N1CCN(c2c(-c3ccc(C)cc3)c(=O)c2=O)CC1
  TDP1 block: 5%
  DT40 TDP1 no CPT: -6%
  GCN5L2 inh: -5%

The results go on:
SMILES | TDP1 block | DT40 TDP1 no CPT | GCN5L2 inh
CCC(=O)N1CCN=C1SCc1ccc(F)cc1 | 3% | 0% | -4%
C/C(=N\Nc1ncc(Cl)cc1Cl)c1ccccn1 | 8% | 0.026µM* | -7%
CN(C)S(=O)(=O)N1CCCN(S(=O)(=O)N(C)C)CC1 | -1% | 5% | -1%
CCN1CCCC1CN(Cc1cc2cc(C)cc(C)c2[nH]c1=O)C(=O)Nc1ccccc1OC (centres undefined) | -2% | 21µM* | -5%
O=[N+]([O-])c1ccccc1NC(=S)N/N=C/c1ccc(O)c(O)c1 | 5% | ? | -5%
CCCN(C(=O)c1cn(-c2ccccc2)nc1-c1ccc(OC)cc1)C1CCS(=O)(=O)C1 (centres undefined) | -5% | -3% | ?
Cc1ccc(Cl)cc1NC(=O)Cn1c(=O)n(CCC(=O)NCc2ccc3c(c2)OCO3)c(=O)c2sccc21 | 3% | 0% | -1%
O=C(COc1ccccc1)OC(C(=O)c1ccccc1)c1ccccc1 (centres undefined) | -3% | -16% | 12%
COc1cc(NC(=O)CN2C(=O)CN(C)C(=O)c3ccccc32)cc(OC)c1OC | 3% | 1% | -1%
S=c1[nH]nc(Cc2noc3ccccc23)n1-c1ccccc1 | 0% | ? | -3%
Cc1ccc(C)c(OCCC(=O)Nc2cc(S(=O)(=O)N3CCCCC3)ccc2C)c1 | 2% | ? | -5%
CC(C)c1[nH]nc2c1C(c1ccc(OC(=O)c3ccco3)cc1)C(C#N)=C(N)O2 (centres undefined) | 2% | -21% | -12%
COc1ccc(Nc2nc(Cl)c(C=O)s2)cc1 | 0% | . | -3%
Cc1nc2cc(-c3ccc(Cl)cc3)nn2c(NCCN(C)C)c1C | -2% | 7.3µM* | -6%
CCCCN(c1nc2ccccc2nc1Cl)S(=O)(=O)c1ccc(C)cc1 | . | 9.2µM* | -4%

Another view of part of the listing above:
Order of results: TDP1 block, DT40 TDP1 no CPT, GCN5L2 inh
> Cc1cc(OCC(=O)N2CCN(c3ccccc3)CC2)c2c(C)c(C)c(=O)oc2c1
 : 0%, 23%, -17%
> CCCn1c(Nc2ccccc2)nc2ccccc21
 : -2%, -12%, -2%
> CC(=O)N(CCC(c1ccco1)C(C)C)Cc1ccc(OC(C)C)cc1 (centres undefined)
 : 0%, ?, -5%
> CCc1nnc(NC(=O)CSc2nccn2-c2cccc(C)c2C)s1
 : -1%, 8.2µM*, -1%
> COc1ccc2cc(C(=O)N3CCN(c4cccc(C)c4C)CC3)[nH]c2c1
 : ., ?, 0%

(list continues)
SMILES | TDP1 block | DT40 TDP1 no CPT | GCN5L2 inh
CC1(C)CC(=O)C=C(Nc2ccc3c(c2)OCCO3)C1 | 2% | -22% | -1%
Cc1ccc(NC(=O)CCNS(=O)(=O)c2cccs2)cc1F | -9%&6% | -20%&-16% | -2%&1%
COc1ccc(-c2cc(C(=O)Nc3c(C)n(C)n(-c4ccccc4)c3=O)c3ccccc3n2)cc1OC | -9% | 15µM* | -8%
Cc1ccc2c(c1)CN1CN2Cc2cc(C)ccc21 | 7% | -29% | -5%
CCCCOc1ccc(C(=O)Nc2ccc(-c3nc4ccccc4s3)cc2C)cc1 | 5% | -5% | -9%
CCOC(=O)C1CCN(C(=O)CSc2nccc(C)n2)CC1 | -3% | 12% | -8%
CN(C)/C=C/C(=O)/C=C/c1ccc(Cl)cc1Cl | 8% | -8% | -8%
O=c1c(Cl)c(N/N=C/c2ccc(Br)cc2)cnn1-c1ccccc1 | 0% | ? | 0%
Nc1ccc(SCc2cccnc2)cc1 | 8%[0.0935 µM] | -20% | -15%
CCN(CC)c1ccc(NC(=O)C2CCC(CNc3c(N4CCCC4)c(=O)c3=O)CC2)c(C)c1 (centres undefined) | 1% | 15µM* | -6%
O=S(=O)(c1ccc2c(c1)OCCO2)N1CCN(S(=O)(=O)c2ccc3c(c2)OCCO3)CC1 | 0% | . | -6%
O=C(CC1SC(=O)N(c2ccccc2)C1=O)Nc1cccc2ccccc12 (centres undefined) | . | 5.2µM* | -27%
O=C(c1cccc(NS(=O)(=O)c2ccc(F)c(F)c2)c1)N1CCN(C(c2ccccc2)c2ccccc2)CC1 | 1% | ? | -14%
COc1ccc(CN2CCN(C)CC2)cc1OCc1ccccc1 | 3% | -8% | -12%
CC1CCCCC1NC(=O)Cn1ncc2ccccc21 (centres undefined) | 5% | 1% | 0%
CCOC(=O)N1CCN(S(=O)(=O)c2cc(Cl)c(OC)cc2Cl)CC1 | -2% | ? | 2%
Cc1nc(Cl)nc(N(C)c2ccccc2)c1[N+](=O)[O-] | 4% | ? | -2%
COc1ccc(CCn2c(N3CCOCC3)nc3c2c(=O)[nH]c(=O)n3C)cc1 | 4% | -16% | -6%
COc1ccc(Br)cc1C(=O)NC(=S)Nc1ccc(Cl)c(C(=O)O)c1 | -8% | -24% | -5%
CCOC(=O)Nc1ccc(S(=O)(=O)N(C)C(C)C)cc1 | 5% | ? | -13%
O=C(CSC1=NS(=O)(=O)c2ccccc2N1)NCc1ccc(F)cc1 | 4%[0.505 µM] | 3% | -11%
O=C(COC(=O)C1CCC1)NCc1ccccc1Cl | 6% | -11% | 1%
CCOC(=O)C(NC(=O)CC)(Nc1nc2c(s1)CCCC2)C(F)(F)F (centres undefined) | 0% | 1% | 1%
CC1CCN(Cc2c(C(=O)O)nnn2-c2nonc2N)CC1 | 4% | 12% | -2%
O=C(N/N=C/c1cccc([N+](=O)[O-])c1)c1cc(-c2ccc3c4c(cccc24)CC3)n[nH]1 | 8% | ? | -3%
O=C(OCc1ccccc1)c1ccccc1O | 79µM* | -3% | -5%
CCCOc1ccc(N2C(=O)C/C(=C\c3ccccc3)C2=O)cc1 | 6% | ? | -2%
CSc1nc2c([nH]c3ccccc32)c(=O)n1-c1ccc(C)cc1 | -3% | -29% | -1%
C=CCSc1nnc(NC(=O)Cc2ccc(OC)c(OC)c2)s1 | 0% | 7% | -4%
CCN(C(=O)COC(=O)CSc1ccccc1)c1c(N)n(Cc2ccccc2)c(=O)[nH]c1=O | -19% | -9% | 3%
Cc1ccc(C)n1-c1nn(S(=O)(=O)c2ccccc2)c2cccc(F)c12 | 5% | ? | 3%
COC(=O)c1ccn(CSc2cc(Cl)ccc2Cl)n1 | -7% | -1% | -3%
CNc1cc(CSc2ccc(Cl)cc2)nc(C)n1 | -3% | ? | -6%
Cc1ccc(S(=O)(=O)N2CCN(C(=O)COC(=O)c3oc4ccccc4c3C)CC2)cc1 | -8% | ? | -16%
CCC(C)[C@H](NC(=O)N1CC(=O)Nc2ccccc21)C(=O)N1CCC[C@H]1C(=O)O (some centres undefined) | . | -7% | -5%
Cc1onc(-c2c(Cl)cccc2Cl)c1C(=O)N1CCN(Cc2ccccc2)CC1 | 1% | ? | 0%
CC(C)C(=O)OCc1cn(-c2ccc(Cl)c(Cl)c2)nn1 | -9% | -3% | 0%
COc1ccccc1C(=O)N1c2ccccc2Sc2ccccc21 | 3% | 5.8µM* | -2%
Nc1cc(Cl)ccc1N1CCCCC1 | 4% | -4% | 25%
O=C(CC(NC(=O)c1ccccc1)c1ccccc1)Nc1cccc2ccccc12 (centres undefined) | -3% | -9% | 38%[activator]
CCc1cccc2c(=O)c(C(=O)N3CCOCC3)c[nH]c12 | 5% | -4% | 4%
O=C(Nc1cc(F)ccc1F)N1CCC(CN2CCCC2)CC1 | 1% | -11% | 1%
S=C(N/N=C/c1ccccc1)N1CCOCC1 | 8% | ? | 1%
Cc1ccc(/C=N/Nc2cc(C)nc(N3CCOCC3)n2)cc1 | 6% | ? | -4%
COc1ccccc1OC(C)c1nnc(SCC(=O)Nc2c(C)n(C)n(-c3ccccc3)c2=O)n1-c1ccccc1 (centres undefined) | -1% | -3% | -24%
COc1cccc(C2C3=C(CC(C)(C)CC3=O)Nc3n[nH]c(C)c32)c1 (centres undefined) | 2% | 8% | -13%
COc1ccc(NC(=O)CSc2nnnn2Cc2ccccc2)cc1 | -3% | 0% | -3%
COc1ccc(S(=O)(=O)N2CCOCC2)cc1C(=O)N(C)CCOc1ccc(Cl)cc1 | 1%[56.1 µM] | 16µM* | 4%
CCc1ccc(N2CC(C(=O)NCc3ccco3)CC2=O)cc1 (centres undefined) | 1% | -10% | -1%

Assay outcomes deposited in PubChem by National Center for Advancing Translational Sciences (NCATS).

These rows are one share of the data; count on the stated rates, not on these rows.
